FXIa inh = factor XIa (human) inhibition | hit rate 0.14% among 220,000 | AID 798 | purified FXIa, Boc-Glu-Ala-Arg-AMC fluorogenic substrate | inhibition, % at 5 µM | P03951;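 active means inhibition of at least 40%; inactive means inhibition below 40%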;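 further: fluorescence of freed AMC excited at 355 nm; 0% = enzyme without compound and 100% = no enzyme blank; many of its hits are not listed in these tables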
Target sequence (P03951 19-387 limits assumed): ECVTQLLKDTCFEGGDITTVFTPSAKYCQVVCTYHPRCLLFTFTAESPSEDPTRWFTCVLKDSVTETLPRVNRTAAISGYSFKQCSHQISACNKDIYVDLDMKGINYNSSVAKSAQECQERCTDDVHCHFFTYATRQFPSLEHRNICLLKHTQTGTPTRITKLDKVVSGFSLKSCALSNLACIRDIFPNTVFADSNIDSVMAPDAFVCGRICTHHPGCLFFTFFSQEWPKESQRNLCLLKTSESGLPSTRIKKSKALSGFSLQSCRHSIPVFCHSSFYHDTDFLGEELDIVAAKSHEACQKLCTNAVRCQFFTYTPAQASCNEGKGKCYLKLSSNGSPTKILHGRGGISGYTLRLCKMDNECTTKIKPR
Target sequence (P03951 388-625 limits assumed): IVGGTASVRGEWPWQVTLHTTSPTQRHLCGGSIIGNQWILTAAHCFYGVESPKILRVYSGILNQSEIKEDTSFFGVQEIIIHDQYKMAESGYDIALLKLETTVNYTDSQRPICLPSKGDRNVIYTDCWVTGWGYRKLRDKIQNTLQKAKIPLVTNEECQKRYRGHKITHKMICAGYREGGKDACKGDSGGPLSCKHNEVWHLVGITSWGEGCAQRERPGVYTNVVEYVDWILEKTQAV
thrombin 1536 = inhibitors of human thrombin; P00734; AID 1046; alpha-thrombin, Boc-VPR-AMC fluorogenic substrate cleavage; inhibition, % at 5 µM; hit rate 0.26% among 220,000;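 active means inhibition at or above 40%; inactive means inhibition below 40%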;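 further: 0% = enzyme with no compound and 100% = wells without enzyme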
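Material: Human alpha-thrombin protein | Buffer or medium: pH 7.5 Tris-saline with Tween 20 | Reagent: Boc-VPR-AMC substrate, 15 µM final | Schedule: Reaction at ambient temperature | Detection: AMC fluorescence at 355 nm excitation and 460 nm emission | Evaluation: Percent inhibition scaled between no-compound controls and no-enzyme blanks | Controls: no-compound enzyme wells and no-enzyme blanks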
KLK5 inh = inhibitors of human kallikrein 5 | recombinant hK5, fluorogenic AMC substrate cleavage | hit rate 0.59% among 210,000 | Q9Y337 | AID 873 | inhibition, % at 5 µM;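 active means inhibition of 40% or more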;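 further: 0% = enzyme controls without compound and 100% = no-enzyme blanks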
Target sequence (Q9Y337 67-293 limits assumed): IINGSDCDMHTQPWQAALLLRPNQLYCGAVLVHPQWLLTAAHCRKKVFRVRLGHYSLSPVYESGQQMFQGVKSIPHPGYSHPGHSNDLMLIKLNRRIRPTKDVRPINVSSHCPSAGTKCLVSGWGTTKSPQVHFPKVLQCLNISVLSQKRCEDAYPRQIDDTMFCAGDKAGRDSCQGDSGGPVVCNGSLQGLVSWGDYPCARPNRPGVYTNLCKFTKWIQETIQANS
TNF necrop inh = inhibitors of TNF-alpha induced necroptosis in Jurkat FADD-/- cells | AID 463075 | Jurkat FADD-/- TNF necroptosis rescue, ATP luminescence, 24 h; 0 = TNF only, 100 = no-TNF cells | activation (protection from cell death), % at 10 µM | hit rate 0.068% among 220,000;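 active means activation, meaning protection from cell death, of at least 50% relative to plate controls; inactive means activation below 50%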;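 further: necroptosis triggered by 40 ng/mL TNF-alpha added together with compound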
Cl transport mod = modulates chloride dependent transport by human KCC2 | AID 1456 | Q9H2X9 | B-score of Tl+ flux slope (higher = more flux/activation; lower = inhibition) at 10 µM | hit rate 2.2% among 190,000 | KCC2 cells, thallium flux FluoZin-2 fluorescence;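 active means thallium flux slope and its plate-corrected score both differing from the plate sample mean at a set confidence after two filtering rounds, in either direction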;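 further: slope of fluorescence scaled to starting intensity during 10 to 20 s after thallium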
FXIIa inh = factor XIIa (human) inhibition; P00748; purified FXIIa, Boc-QGR-AMC fluorogenic substrate, 2 h; inhibition, % at 5 µM; hit rate 0.3% among 220,000; AID 800; in the data active means inhibition above about 40%;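 further: 0% = enzyme with no compound and 100% = blank without enzyme; many of its hits are not listed in these tables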
Rad51 HR inh = Rad51 (human) homologous recombination inhibition; Q06609; hRad51 DNA strand exchange, fluorescence dequenching; hit rate 0.085% among 200,000; inhibition, % at 10 µM; AID 1385;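 active means inhibition above 40% at the single screening dose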;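 further: 0% = DMSO control wells and 100% = blanks with heterologous ssDNA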
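Test system – preformed human Rad51 ssDNA filaments · Reagent – Donor/quencher-labelled 47-bp dsDNA substrate · Incubation – 37 °C 15-min filament assembly, 30-min compound preincubation, 15-min exchange · Signal – FRET fluorescence dequenching, excitation 485 nm, emission 520 nm · Read-out – percent inhibition from fluorescence, normalised to plate control and blank means · Benchmarks – plate control and blank wells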
zVAD death inh = L929 zVAD cell death inhibition | L929 zVAD necroptosis rescue, ATP luminescence, 24 h; with zVAD 60 µM | viability rescue, % at 10 µM | hit rate 0.38% among 220,000 | AID 1377;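 active means activation, scaled between plate controls, above about 75%, limit read from the data; inactive means activation under that limit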;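 further: 0% = zVAD with DMSO and 100% = DMSO alone without zVAD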
Hck-Nef inh = human Hck-Nef kinase inhibition | P08631 | Recombinant Hck-YEEI plus Nef, Z-Lyte FRET kinase assay | inhibition, % at 20 µM | hit rate 0.68% among 220,000 | AID 463187;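 active means Hck-Nef kinase inhibition above about 50%, limit read from the data; inactive means inhibition below that limit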;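 further: 0% = DMSO with Hck plus Nef and 100% = Hck alone without Nef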
* = called active by the depositor; nt = not tested or not shown; & = joins results of further samples.

SMILES	FXIa inh	thrombin 1536	KLK5 inh	TNF necrop inh	Cl transport mod	FXIIa inh	Rad51 HR inh	zVAD death inh	Hck-Nef inh
CC1=NN(C(=O)c2ccc(Cn3nc(C)c([N+](=O)[O-])c3C)o2)C(O)(C(F)(F)F)C1 (stereo not drawn)	5	-2	-14	0.4	0.53	1	-9	0.5	1
Cc1nc(C(=O)N2CCOCC2)sc1C1(C)CC(c2ccccc2)=NO1 (stereo not drawn)	-3	-8	-2	1.0	0.84	1	11	-0.4	25
CCOCCCNC(=O)C1CCC(CNS(=O)(=O)c2cccc3nsnc23)CC1 (stereo not drawn)	-13	-3	-8	2.1	0.92	1	-9	2.1	-2
COc1ccc(C(c2c[nH]c3ccccc23)c2c[nH]c3ccccc23)cc1O	4	-3	-5	-2.0	nt	5	14	-0.5	1
NS(=O)(=O)c1ccc(NC(=S)NCc2ccccc2Cl)cc1	0	-3	-7	3.9	1.9	6	-2	0.2	2
CCN(CC)S(=O)(=O)c1ccc(-n2cnnn2)c(C)c1	-5	-2	-13	-0.2	0.58	1	0	-1.1	-2
CC1CCC(NC(=O)COc2ccccc2C(N)=O)CC1 (stereo not drawn)	2	-6	-14	1.6	0.81	14	-8	0.2	1
Nc1nc(N)c2c(n1)CCCC2	5	5	4	0.5	0.48	10	6	0.1	-7
COc1cc(OC)cc(C(=O)N[C@H](C(=O)Nc2nc3ccc(S(C)(=O)=O)cc3s2)C(C)C)c1	-2	-7	10	1.9	-0.49	6	-2	1.0	2
CC(=O)c1cccc(NC(=O)C2CCCN(S(=O)(=O)c3ccccc3)C2)c1 (stereo not drawn)	-11	3	-15	1.1	0.84	4	7	1.0	-1
CCN(CC)CCNC(=O)c1ccc(-n2c(C)cc3c2CCCC3=O)cc1	-4	-6	-1	-0.6	0.81	4	9	4.5	6
CCOC(=O)N1CCN(C(=O)C2CCCN(S(=O)(=O)c3ccc(F)cc3)C2)CC1 (stereo not drawn)	3	-1	nt	-0.8	-0.93	10	nt	-0.9	5
O=C(NC1CCCCC1)C1CC(=O)N(CCc2ccccc2)C1 (stereo not drawn)	3	4	-8	-0.9	-0.041	23	-9	-0.4	2
CCOc1ccc(-n2c(SCC(=O)Nc3cc(C)on3)nc3c([nH]c4ccccc43)c2=O)cc1	24	-1	2	0.0	-1.2	23	5	1.6	1
Cc1cc2c(cc1C)CN(c1ccccc1)C2	3	0	4	-1.9	1.1	9	-15	-0.5	-26
N#CC1=C(O)CCCn2c1nc1ccccc1c2=O	0	-1	-6	0.1	1.9	7	0	-0.2	1
CCn1c(SCC#N)nc2ccccc2c1=O	-5	-10	-5	-1.0	0.12	-2	1	0.2	15
CC(=O)c1c(C)[nH]c(C(=O)COC(=O)c2ccc3c(=O)n4c(nc3c2)CCC4)c1C	0	-9	9	1.2	-0.23	11	6	1.4	2
COc1ccc(OC)c(NC(=O)CSc2nc3ccccc3cc2Cc2ccccc2)c1	2	-2	-17	0.6	nt	4	8	0.7	3
COc1cc(/C=N/O)cc(Br)c1OC	8	-1	-7	3.1	-0.093	8	9	0.5	1
c1ccc(-c2nc(C3CCCCC3)no2)cc1	-17	29	-20	-0.1	nt	-6	0	-0.1	0
Cn1c(=O)c2c(ncn2CC(=O)OCC(=O)Nc2cc(Cl)ccc2Cl)n(C)c1=O	-2	-9	-32	1.8	-0.0046	2	nt	0.7	1
CC1(C)CC2CC(C)(CN2C(=O)c2cc(-c3ccccc3O)on2)C1 (stereo not drawn)	8	26	45*	-0.8	1.1	29	4	16	19
NC(=O)c1cc2cc([N+](=O)[O-])ccc2oc1=O	3	-2	5	-0.5	0.026	12	-1	-0.5	-18
N=c1sccn1CC(=O)Nc1ccc(SC(F)F)cc1	-11	-18	2	3.9	0.27	0	-4	-0.4	20
C/C(CC(=O)NC1CCCCC1)=N\NC(=O)c1ccccn1	-3	-8	-3	1.5	0.089	2	-3	1.9	17
Cc1noc(N)c1C(=O)Nc1ccc(F)c(Cl)c1	-1	0	-20	0.0	nt	8	2	0.5	2
CCOC(=O)/C=C1\SCC(=O)N1CC(=O)Nc1ccc(OC)c(OC)c1	0	-8	-30	0.3	0.24	-1	-12	-0.5	6
COc1ccc(-c2[nH]ncc2CN2CCCC2c2nonc2C)c(F)c1 (stereo not drawn)	31	30	23	0.0	1.1	24	-3	-0.5	9
O=C(c1cc([N+](=O)[O-])ccc1Cl)N1CCN(c2ccccc2)CC1	-2	-4	-5	2.7	-1.3	4	nt	0.9	0
CC(C)C(=O)Nc1ncc2c(n1)CC(c1cccs1)CC2=O (stereo not drawn)	6	1	22	-1.0	-0.61	14	6	-1.0	8
Cc1cccn2c(=O)c(C=Nc3ccccc3)c(NCc3ccco3)nc12	4	-4	-7	-3.1	0.038	6	7	-0.3	6
CCOCCCNc1c2c(nc3cc(-c4ccc(F)cc4)nn13)CCC2	-5	3	-19	-1.0	0.58	-1	15	3.2	-1
Cc1cc(NC(=O)c2cccc(S(=O)(=O)N3CCCC3)c2)no1	1	-1	-25	-0.4	0.047	13	1	-0.5	9
Cc1cc(C(=O)Nc2cc(C)n(Cc3ccc(Cl)cc3)n2)no1	-8	-3	3	-0.7	-1.8	7	2	0.8	-8
Cc1ccc(OCC(=O)NCCN2CCOCC2)cc1C	-9	-9	-5	-0.6	0.41	-3	-8	-0.1	1
O=C(CN1CCCC1)Nc1cc(C(F)(F)F)cc(C(F)(F)F)c1	-5	-6	-3	4.1	0.074	5	15	0.8	19
CCN(c1ccccc1)S(=O)(=O)c1ccc(Cl)c(NC(=O)CSc2nncs2)c1	3	1	-3	-2.0	-1.5	-8	-5	-1.0	1
CCOc1cc(/C=N/NC(=O)CNc2ccc(C)cc2)ccc1OC(=O)c1ccccc1	3	6	-32	-1.9	-1.7	14	7	0.1	-1
CN1CCN(c2ccc(CNS(=O)(=O)Cc3cccc(C(F)(F)F)c3)cc2)CC1	1	-6	0	-14	0.64	11	nt	-0.6	6
O=C1NN(c2ccccc2)C(=O)/C1=C\c1ccc(-c2cc([N+](=O)[O-])ccc2O)o1	4	1	3	-5.7	nt	11	14	1.8	76*
O=C1N=c2ccccc2=C1c1[nH]c(=S)[nH]c1O	19	2	-5	-7.6	0.26	24	-8	7.0	3
O=C(Cn1c2[n+](c3ccc(C(F)(F)F)cc31)CCCCC2)c1ccc2c(c1)OCCO2	-1	-7	0	0.5	-0.14	nt	2	1.8	3
COc1ccc(NC(=O)CSc2ncn(-c3ccccc3)n2)cc1Cl	-16	-4	-1	-1.1	-2.6	5	5	0.2	1
CN(C(=O)c1ccccn1)C1(C(=O)NC2CCCCC2)CCCCC1	3	-6	-21	0.6	1	2	3	-0.4	2
Cc1nc([N+](=O)[O-])c(C(=O)OCc2ccccc2Br)n1C	-3	-2	nt	-0.7	-1.8	12	nt	-0.3	5
CCN(CC)S(=O)(=O)c1ccc(NS(=O)(=O)c2ccc(C)c(C)c2)cc1	13	4	-2	4.9	0.0061	23	-4	0.5	5
Nc1cc(N)nc(SCC(=O)NNC(=O)c2ccc(Cl)cc2)n1	4	5	3	-1.3	nt	13	-6	-0.4	-1
COc1cc(C)c(S(=O)(=O)NCc2cccs2)cc1C	8	30	27	0.6	0.73	108*	nt	nt	-4
O=C(CN1C(=O)C2CC=CCC2C1=O)Nc1nnc(SCc2ccc(Cl)cc2)s1 (stereo not drawn)	5	-18	-2	-0.1	-1.7	1	-3	0.5	1
Remaining list, next part:
SMILES	FXIa inh	thrombin 1536	KLK5 inh	TNF necrop inh	Cl transport mod	FXIIa inh	Rad51 HR inh	zVAD death inh	Hck-Nef inh
NC(=O)c1ccc(-n2nnnc2SCC(=O)Nc2ccccc2-c2ccccc2)cc1	1	4	-9	-8.0	nt	14	-3	73	2
CC(C)(C)n1nc(C2CC2)cc1NC(=O)Nc1ccc(Cl)cc1	-2	-5	-1	0.4	0.32	5	11	-0.3	18
N#CN(CC(N)=O)c1nc(N2CCCCC2)nc(N2CCCCC2)n1	1	1	-8	1.8	-0.16	18	1	0.0	0
Cc1cccc(NC(=O)NCC(F)(F)F)n1	4	2	7	-0.7	nt	16	-5	-0.2	1
Cc1ccccc1C(=O)N[C@H](C(=O)Nc1ccc(Cl)c(Cl)c1)C(C)C	7	0	-2	4.3	1.1	12	-2	0.5	2
Cc1n[nH]c(C)c1S(=O)(=O)N1CCCC(C(=O)NCc2ccc(F)cc2)C1 (stereo not drawn)	2	-1	nt	-0.1	-0.44	13	nt	-1.2	9
O=C(CN1CCN(c2ccccc2F)CC1)NC(=O)NCc1ccco1	-4	3	-18	-0.2	-0.69	5	-5	13	7
CC(=O)N1C=Cc2c(c(C)c3c([nH]c4ccccc43)c2C)C1	-2	2	1	-11	1.8	5	-146	47	19
CC(C)(C)c1ccc(NC(=O)COc2ccc(-n3ccnc3)cc2)cc1	-5	-3	-6	-17	nt	0	-2	71	-16
COc1ccc(NC(C(=O)Nc2cccc(C(C)=O)c2)c2ccccc2)cc1 (stereo not drawn)	19	-7	-21	1.8	0.21	17	8	0.4	8
Cc1nnc(SCC(=O)NC(C)(C)C)n1NCc1c(F)cccc1Cl	-2	-10	nt	-0.9	1.3	5	nt	0.1	3
CCOC(=O)C1=C(C)NC(=O)C1(NC(=O)c1cccnc1)C(F)(F)F (stereo not drawn)	-4	-4	-3	-1.6	0.59	12	4	0.0	-1
CCCCCNC(=O)C(C#N)c1nc2ccccc2nc1N1CC(C)OC(C)C1 (stereo not drawn)	nt	nt	nt	-1.6	0.66	nt	nt	-0.9	5
O=C(NCC1CCCO1)c1cccnc1NCc1ccc(F)cc1 (stereo not drawn)	-4	-7	-2	1.0	0.71	3	5	46	15
c1ccc(-c2ccc(C(c3ccccc3)n3ccnc3)cc2)cc1 (stereo not drawn)	19	nt	-11	0.7	-1.2&0.38	26	0	-0.5	1
CC(=O)c1ccc(S(=O)(=O)N(Cc2cc3cc4c(cc3[nH]c2=O)OCCO4)CC2CCCO2)cc1 (stereo not drawn)	5	4	-12	0.4	0.11	16	6	-0.1	3
COc1ccc(C(C)=O)cc1CSc1nnc2c(Cl)cc(Cl)cn12	7	-3	-9	2.8	0.072	15	19	nt	22
COc1ccc(N2CCN(CCNC(=O)C3CC(=O)N(C4CCCC4)C3)CC2)cc1 (stereo not drawn)	-8	-6	1	-2.5	nt	-9	4	-0.5	0
Cc1ccc(C)c(N2CCN(CCCNC(=O)Cn3cccc3C(=O)c3ccccc3C)CC2)c1	16	14	20	2.1	1.1	16	12	3.2	16

2 of the compounds above, field by field.
SMILES: O=C(NCC1CCCO1)c1cccnc1NCc1ccc(F)cc1 (stereo not drawn)
  FXIa inh = -4
  thrombin 1536 = -7
  KLK5 inh = -2
  TNF necrop inh = 1.0
  Cl transport mod = 0.71
  FXIIa inh = 3
  Rad51 HR inh = 5
  zVAD death inh = 46
  Hck-Nef inh = 15

SMILES: c1ccc(-c2ccc(C(c3ccccc3)n3ccnc3)cc2)cc1 (stereo not drawn)
  FXIa inh = 19
  thrombin 1536 = nt
  KLK5 inh = -11
  TNF necrop inh = 0.7
  Cl transport mod = -1.2&0.38
  FXIIa inh = 26
  Rad51 HR inh = 0
  zVAD death inh = -0.5
  Hck-Nef inh = 1

High-throughput results deposited in PubChem by several laboratories.

These rows are one share of the data, so the mix of outcomes need not match the whole.
